Source: PubChem (NCI)
NCI-60 one-dose screen, 48 h, at 10 µM unless noted. Numbers give growth in % (100 = growth as untreated, 0 = no growth, -100 = all killed).
TK-10: TK-10 renal cancer cells | 81,000 compounds, 3.9% hits | AID 1794769
HCC-2998: HCC-2998 colon cancer | 79,000 compounds, 4.7% hits | AID 1794799
HT29: HT29 colon cancer; 81,000 compounds, 7.4% hits; AID 1794748
HCT-15: HCT-15 colon cancer; 82,000 compounds, 5.2% hits; AID 1794746
SN12C: SN12C renal cancer cells. AID 1794767. 81,000 compounds, 3.8% hits
SW-620: SW-620 colon cancer | 82,000 compounds, 5.2% hits
786-0: 786-0 renal cancer cells | 81,000 compounds, 5.1% hits
UO-31: UO-31 renal cancer; 81,000 compounds, 5.2% hits
HCT-116: HCT-116 colon cancer; 82,000 compounds, 7.3% hits
* = called active by the depositor; / = not tested or not shown; & = joins results of further samples. How the source made its calls: active means growth percent below 10; inactive means the rest.

Fields – TK-10	HCC-2998	HT29	HCT-15	SN12C	SW-620	786-0	UO-31	HCT-116
- Cc1c(C(=O)OCCCCOC(=O)c2c(C)n(C)c3scc[n+]23)[n+]2ccsc2n1C
  114	115	107	106	91	125	112	79	107
- CCOC(=O)/C=C/c1cccc(F)c1
  100	110	109	102	98	103	110	96	105
- CCN(CC)CCCC(C)Nc1nncc2ccccc12 (stereo not given)
  97	106	103	101	94	100	98	89	104
- COC(=O)c1cc(-c2ccc(C)cc2)[nH]c(=O)c1C#N
  118	116	108	100	98	99	103	/	104
- CC1(C)CC[C@]2(C(=O)N3CCOCC3)CC[C@]3(C)C(=CC[C@@H]4[C@@]5(C)C/C(=C/c6cccnc6)C(=O)C(C)(C)[C@@H]5CC[C@]43C)[C@@H]2C1
  120	97	75	71	89	88	97	64	56
- COc1ccc(-c2cc(-c3cccs3)[nH]c(=O)c2C#N)cc1
  95	114	112	107	103	107	94	80	107
- N#CCCOc1ccccc1
  97	110	100	98	100	106	98	93	106
- COc1ccccc1-c1ccc2nc(NC(=O)Nc3ccc(CN4CCOCC4)c(C(F)(F)F)c3)sc2c1
  60	67	49	43	61	70	48	57	32
- Cc1cc(N2CCN(c3ccnc4cc(Cl)ccc34)CC2)nc(NC2CCCCC2)n1
  49	18	6.7*	3.5*	47	15	38	6.3*	3.2*
- CCc1nc2c([nH]1)c(=O)n(C)c(=O)n2C
  112	94	110	108	100	103	105	115	106
- COc1cc(CC(CC(=O)c2ccc3c(c2)OCO3)C(=O)O)cc(OC)c1OC (stereo not given)
  91	98	112	103	97	105	89	73	91
- CC(Oc1ccc(C(=O)O)cc1C(F)(F)F)c1ccc(Oc2cccnc2)cn1 (stereo not given)
  85	106	118	105	99	107	96	85	108
- O=C(NCCCCNCCCNC(=O)c1ccc([N+](=O)[O-])cc1)c1ccc([N+](=O)[O-])cc1
  111	110	103	102	86	95	95	95	93
- O=C(O)/C=C\c1cccc([N+](=O)[O-])c1
  92	107	103	101	106	94	93	95	98
- CC/C(=C(/c1ccc(O)cc1)c1ccc(OCCN2CCCCC2)cc1)c1ccc(OC)cc1
  87	87	4.3*	20	91	74	57	70	28
- O=C(COc1ccc(/C=C2\Cc3ccc(Cl)cc3C2=O)cc1)Nc1nccs1
  138	/	108	98	96	106	96	29	91
- Cc1c(Cl)ccc([N+](=O)[O-])c1Cl
  103	100	97	106	105	102	105	98	105
- CC(=O)Nc1ncc2c(n1)-c1cccn1CC2
  110	107	118	106	104	105	100	88	112
- COc1cc(OC)c(C(=O)Nc2cccc(-c3cc(=O)c4ccccc4o3)c2)c(OC)c1
  79	97	93	90	90	105	74	85	98
- COc1cccc(C(=O)N(c2ccc(F)c(C(F)(F)F)c2)C(C(=O)NC(C)(C)C)c2cc3c(C)cc(C)cc3nc2Cl)c1 (stereo not given)
  81	/	66	77	/	83	83	34	62
- Cc1c(O)c(O)cc2c3c(oc12)CC(c1ccc(N(C)C)cc1)CC3=O (stereo not given)
  133	107	100	94	107	100	104	77	90
- Cc1cc(=O)n2nnc3cc(Cl)c(Cl)cc3n12
  102	108	106	103	107	23	108	81	92
- N#Cc1c(-c2ccc(F)cc2)n2cnnc2[nH]c1=O
  /	103	105	104	104	110	98	91	96
- OC(CN1CCOCC1)c1ccc(Cl)cc1 (stereo not given)
  96	101	95	103	/	113	95	104	102
- CN1CCN(c2ccc(C(=O)/C=C/c3cc(Br)ccc3F)cc2)CC1
  89	-63*	-13*	-23*	38	-26*	27	44	1.2*
- Nc1c(C(=O)Nc2ccc3c(c2)OCCO3)sc2nc3c(cc12)CN(Cc1ccccc1)CC3
  125	101	117	111	98	108	107	89	99
- O=c1[nH]c2c(c(=O)n1-c1ccccc1)CCO2
  117	113	111	104	100	101	105	76	104
- CCc1nnc2sc(/C=C/c3cccc(C(F)(F)F)c3)nn12
  122	108	111	91	95	101	95	89	98
- CC1(C)CC(=O)c2c(ccc(C(=O)C[C@@H]3COC(C)(C)N3)c2N)O1
  108	102	74	96	96	106	104	85	103
- O=C(CC1=CCCCC1)c1ccccc1
  98	/	97	107	111	100	103	86	103
- N=c1nc(N)n(N)c2nc3c(cnn3-c3ccccc3)c(=O)n12
  118	103	111	108	107	108	112	86	116
- COc1cc(/C=C/C(=O)c2c(-c3ccc(Cl)cc3)nc3sc(C)nn23)cc(OC)c1OC
  /	/	87	60	78	60	81	51	50
- COC(=O)[C@@H](NC1CCN(C(=O)OC(C)(C)C)CC1)c1ccccc1
  100	99	107	106	99	109	88	86	93
- CCOC(=O)NC1CC2CCC1C2 (stereo not given)
  109	95	88	98	97	110	103	93	98
- Cc1cc(Cl)c2ccc(N(C)C)cc2n1
  109	101	102	95	98	99	99	84	105
- CC(C)c1ccc(Cn2cc(CSc3nc4ccccc4o3)nn2)cc1
  104	101	105	100	104	104	95	80	95
- Nc1ncc(-c2c(F)c(F)c(F)c(F)c2F)s1
  68	118	100	95	103	102	80	80	96
- Nc1cc(-c2c[nH]c3ccc(F)cc23)nc2cc(-c3c[nH]c4ccccc34)nn12
  17	-59*	-43*	-61*	41	-66*	-81*	22	-42*
- Cc1nn(C(=O)c2cccnc2)c2c1nnc1ncccc12
  111	114	105	106	100	96	102	79	99
- CN1C(=O)/C(=C2/C(=O)N(C)c3ccccc32)S/C1=N\Nc1ccccc1
  146	115	100	98	108	96	83	74	87
- Cc1nnc2c3ccccc3c(N[C@@H](C)[C@H](c3ccccc3)N(C)C)nn12
  108	96	100	105	98	102	103	93	87
- CC(C)(C(N)=O)N1CCN(c2ccccc2)CC1
  112	101	122	117	100	113	105	89	103
- Cn1cc(-c2nnc(N)nc2-c2c[nH]c3ccc(Br)cc23)c2cc(Br)ccc21
  79	114	97	91	110	112	90	84	99
- CN1C(=O)C(=Cc2cn(CC(O)CN3CCCC3)c3ccccc23)C(=O)N(C)C1=O (stereo not given)
  86	90	109	114	96	106	113	84	112
- CCCCCCCCC(C(=O)OCC)C(=O)OCC
  108	104	104	101	99	95	101	92	101

Copied from the list.
For 786-0, COc1ccc(-c2cc(-c3cccs3)[nH]c(=O)c2C#N)cc1 has the entry 94
For TK-10, CN1C(=O)C(=Cc2cn(CC(O)CN3CCCC3)c3ccccc23)C(=O)N(C)C1=O (stereo not given) has the entry 86
For 786-0, Cc1c(C(=O)OCCCCOC(=O)c2c(C)n(C)c3scc[n+]23)[n+]2ccsc2n1C has the entry 112
For HCT-116, Nc1cc(-c2c[nH]c3ccc(F)cc23)nc2cc(-c3c[nH]c4ccccc34)nn12 has the entry -42*
For HCT-15, Cn1cc(-c2nnc(N)nc2-c2c[nH]c3ccc(Br)cc23)c2cc(Br)ccc21 has the entry 91

The main list resumes with the 5 entries that preceded the break.
Fields – TK-10	HCC-2998	HT29	HCT-15	SN12C	SW-620	786-0	UO-31	HCT-116
- Cc1nnc2c3ccccc3c(N[C@@H](C)[C@H](c3ccccc3)N(C)C)nn12
  108	96	100	105	98	102	103	93	87
- CC(C)(C(N)=O)N1CCN(c2ccccc2)CC1
  112	101	122	117	100	113	105	89	103
- Cn1cc(-c2nnc(N)nc2-c2c[nH]c3ccc(Br)cc23)c2cc(Br)ccc21
  79	114	97	91	110	112	90	84	99
- CN1C(=O)C(=Cc2cn(CC(O)CN3CCCC3)c3ccccc23)C(=O)N(C)C1=O (stereo not given)
  86	90	109	114	96	106	113	84	112
- CCCCCCCCC(C(=O)OCC)C(=O)OCC
  108	104	104	101	99	95	101	92	101
- O=C(Cn1c(=O)sc2ccccc21)NNS(=O)(=O)c1ccc(Cl)cc1
  99	108	101	106	103	102	104	81	105
- Cc1nc2sc(C(=O)N3CCN(c4ccccc4)CC3)c(N)c2c(C)c1Br
  105	110	114	109	104	96	103	68	99
- COC(=O)c1cccc2c(N)c(N)cc(C(=O)OC)c12
  106	104	100	103	94	101	102	/	103
- N#CNc1nc(N)cc(=O)[nH]1
  92&96	104&100	89&86	98&107	108&107	109&115	97&102	79&84	106&104
- O=c1cc(C2NCCc3c2[nH]c2ccccc32)c2ccc(O)cc2o1 (stereo not given)
  108	103	97	97	93	95	108	73	96
- COc1ccc(C(N)CCc2cc(OC)c(OC)c(OC)c2)cc1 (stereo not given)
  106	98	89	93	97	91	95	78	63
- COc1ccc(-c2nn(Cc3cc(OC)c(OC)c(OC)c3)c3c2-c2oncc2CC3)cc1OC
  101	112	109	92	82	95	72	66	91
- CCOC(=O)c1[nH]cc2c1CCc1sc(N)nc1-2
  130	109	108	101	100	107	90	93	93
- Nc1ncnc2c(-c3nc4ccccc4s3)c(Nc3ccccc3)sc12
  107	102	92	99	99	96	103	87	88
- O=C1c2ccccc2C(=O)N1CN1CCOCC1
  102	108	105	109	95	96	118	89	74
- CC12CCC3C(CC=C4CC(O)CCC43C)C1CC(O)C2 (stereo not given)
  103	103	105	89	109	102	93	91	96
- O=[N+]([O-])c1ccc(-c2nnc(CNc3ccc(F)c(Cl)c3)o2)cc1
  115	116	77	108	116	109	105	79	95
- N#C/C(=C/c1ccc(Cl)cc1)c1nnc(NC(=O)c2ccc(-n3c(=O)[nH]c4ccccc4c3=O)cc2)s1
  114	23	69	95	61	74	48	78	46
- C#CC1(OCC2CN(c3ccccc3)C(=O)O2)CCCCC1 (stereo not given)
  93	/	95	99	106	103	99	99	92
- CCO[Si](OCC)(c1ccccc1)c1ccccc1
  108	/	99	103	106	91	104	82	109
